PAFAH1B3 inh: PAFAH1B3 enzyme inhibitors, primary screen, biochemical, fluorescence polarization, human. recombinant PAFAH1B3, FP-rhodamine probe. inhibition, % at 3.39 µM. 0.28% of 340,000 active;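 active = inhibition above the screen-wide average of all tested compounds plus 3 SD, cut at about 25% in these data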;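 note: 0% = enzyme with DMSO only and 100% = wells lacking PAFAH1B3 protein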
Target sequence (Q15102 whole entry, looked up): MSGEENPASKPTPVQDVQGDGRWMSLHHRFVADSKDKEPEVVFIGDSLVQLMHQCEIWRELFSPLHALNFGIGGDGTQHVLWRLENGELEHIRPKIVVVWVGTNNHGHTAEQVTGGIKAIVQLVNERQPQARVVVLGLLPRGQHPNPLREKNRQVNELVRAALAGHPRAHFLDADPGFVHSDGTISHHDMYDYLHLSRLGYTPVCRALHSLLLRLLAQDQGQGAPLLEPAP
PAFAH1B2 inh: PAFAH1B2 enzyme inhibitors, primary screen, biochemical, fluorescence polarization, human | recombinant PAFAH1B2, FP-rhodamine activity probe | inhibition, % at 3.39 µM | 1.2% of 340,000 active;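 active = inhibition above the mean of all tested compounds plus 3 SD, cut at about 24% in these data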;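 note: 0% = enzyme with DMSO and 100% = wells lacking PAFAH1B2; many of its hits are not listed in these tables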
Target sequence (P68402 whole entry, looked up): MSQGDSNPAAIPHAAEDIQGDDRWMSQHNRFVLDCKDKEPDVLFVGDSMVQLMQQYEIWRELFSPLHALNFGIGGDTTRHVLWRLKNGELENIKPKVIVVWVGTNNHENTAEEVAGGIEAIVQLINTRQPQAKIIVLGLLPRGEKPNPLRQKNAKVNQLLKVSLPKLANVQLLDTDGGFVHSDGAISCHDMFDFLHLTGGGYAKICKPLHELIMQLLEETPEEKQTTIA
Active calls of the source: *.

molecule	PAFAH1B2 inh	PAFAH1B3 inh
CN(CCc1ccccc1)C(=O)c1ccc(NC(=O)Cc2ccc(NC(=O)C3CCCN(C(=O)C4CCCC4)C3)cc2)cc1 (stereo not given)	3	-3
COc1ccc(C2CCCCCN2C(=O)C2CCN(S(=O)(=O)c3cccc(C(C)=O)c3)CC2)cc1 (stereo not given)	0	0
CCOC(=O)[C@H]1[C@H]2COc3ccc(Br)cc3[C@H]2N2C(=O)CN(Cc3ccc(C)cc3)C(=O)[C@@]12C	1	5
CCN(C(=O)COC(=O)c1c(C)nn(-c2ccccc2)c1Cl)c1c(N)n(Cc2ccccc2)c(=O)[nH]c1=O	0	-4
O=c1cc(CN2CCN(Cc3ccccc3)CC2)c2cc(Cl)ccc2o1	0	1
O=[N+]([O-])c1nc2ccccc2[nH]1	8	1
Cc1ccc(S(=O)(=O)N2CCCCC2)cc1NC(=O)CCNC(=O)c1ccc([N+](=O)[O-])cc1	2	7
O=C(C1CCN(S(=O)(=O)c2ccc(Cl)s2)CC1)N1CCN(c2ccccc2)CC1	11	10
O=S(=O)(SC1=NCCN1)c1ccccc1	5	2
CCOCCCNC(=O)c1cn2c3c(ccc(Cl)c3c1=O)OC(C)C2 (stereo not given)	7	11
Cc1c(NS(=O)(=O)c2cc(C(=O)NCc3cccc(Cl)c3)ccc2Cl)c(=O)n(-c2ccccc2)n1C	2	3
Cc1ccnc(NS(=O)(=O)c2ccc(NC(=O)c3ccc(Cl)cc3[N+](=O)[O-])cc2)n1	2	-5
CC1(C)CC(=O)C2=C(C1)Nc1ccccc1NC2c1cccc(F)c1 (stereo not given)	0	8
CCOc1ccccc1NC(=O)C1CCCC1	-1	1
O=C(NCO)c1cccnc1	6	10
COc1ccc(N=C2S/C(=C\c3ccc(OCC(=O)O)cc3)C(=O)N2CCc2c[nH]c3ccccc23)cc1	-4	-5
CCN(CC)Cc1cc(O)c(CN(CC)CC)cc1O	14	16
CC(=O)N(c1ccccc1)c1nc2ccccc2s1	5	1
CCOC(=O)c1c(C)[nH]c(C)c1C(=O)COC(=O)/C=C/c1ccc(OC)cc1	5	5
Cc1cc(NS(C)(=O)=O)c(=O)n(Cc2cccc(F)c2)c1	0	8
COc1cc(/C=N/NC(=O)c2c(C)nc3ccc(Cl)cn23)cc(OC)c1OC	-1	2
Cn1c(=O)c2[nH]c(CCCCCCCCc3nc4ccccc4[nH]3)nc2n(C)c1=O	4	3
NC(=O)CC(NC(=O)Cc1cccc2ccccc12)c1ccc(NC2CCCC2)c([N+](=O)[O-])c1 (stereo not given)	5	12
COc1ccc(CC(=O)Nc2cccc(SC)c2)cc1OC	3	4
Fc1ccc(CSc2nnc(-c3ccccn3)o2)cc1	4	3
O=C(NCC1COc2ccccc2O1)c1ccc(F)c(S(=O)(=O)N2CCOCC2)c1 (stereo not given)	6	3
O=C(O)CCCN1C(=O)/C(=C\C(Cl)=C\c2ccccc2)SC1=S	4	8
Cc1ccccc1NC(=O)CN1CCOCC1	3	4
c1ccc(N2CC3COc4ccccc4C3=N2)cc1 (stereo not given)	3	11
CC(=O)OC1CCC2(C)C3=CCC4(C)C(C(C)=O)=CCC4C3CCC2C1 (stereo not given)	3	5
Cc1ccc(S(=O)(=O)N2CCCCC2)cc1NC(=O)c1nn(C)c(=O)c2ccccc12	-2	-6
O=C1NC(=O)C2(CCCCCC2)N1	8	13
CC(C)n1nc(C(=O)OCC(=O)NCCc2ccc(S(N)(=O)=O)cc2)c2ccccc2c1=O	4	-1
COc1ccc(/C=C/C(=O)c2ccc(C(=O)/C=C/c3ccc(OC)c(OC)c3)cc2)cc1OC	-6	-13
O=C1NCC(Nc2ccc(Cl)cc2)C(=O)N1 (stereo not given)	4	-2
C/C(=N\NC(=O)C1CCCC1)c1ccc(Cl)cc1	-2	4
O=C(Cc1ccc(NC(=O)C2CCN(C(=O)C3CCCCC3)CC2)cc1)Nc1ccc(C(=O)N2CCOCC2)cc1	6	4
Cc1cccc(C)c1-c1ccc(CN2C(CC(C)C)C(=O)N(Cc3cn(CCO)nn3)CCS2(=O)=O)cc1 (stereo not given)	3	2
COCCN(C(=O)Cc1ccc(OC)c(OC)c1)c1nc(-c2cc(OC)ccc2OC)cs1	-3	15
O=C(O)/C=C\C(=O)Nc1ccccc1C(=O)N1CCC(O)(c2ccc(Cl)cc2)CC1	5	0
CCCc1nc2ccccc2c(C(=O)N(CC)CC(=O)NCc2cccs2)c1CC	5	-2
Cc1noc(C)c1COc1ccccc1C(=O)NC(C)CCc1ccccc1 (stereo not given)	2	0
Cc1cc(OCc2cn(CC(=O)c3ccc(O)cc3)nn2)ccc1[N+](=O)[O-]	1	-11
CN(C(=O)c1cccc(NC(=O)Cc2cccc(NC(=O)C3CCCN(C(=O)C4CCCC4)C3)c2)c1)C1CCC1 (stereo not given)	-2	12
CCCCc1nc2sc3c(=O)[nH]c(=S)[nH]c3c2c2c1CCC2	4	14
O=C1NCC(Nc2ccccc2Cl)C(=O)N1 (stereo not given)	-1	6
O=C1/C(=C/c2ccccc2)CCc2ccc(Cl)nc21	2	10
Cc1cc(C)c(S(=O)(=O)N/N=C/c2ccc3c(c2)OCO3)c(C)c1	1	11
COCCn1c(SCC(=O)NCCCN2CCCC2=O)nc2sc3c(c2c1=O)CCCC3	4	15
O=C(CCl)Nc1c[nH]c(=O)[nH]c1=O	0	12
COc1cc2c(cc1OC)C(c1cccc(Br)c1)NC(=O)C2 (stereo not given)	5	-2
O=C(NC1C2CCCC1CN(C1CC1)C2)c1ccc(Cl)cc1 (stereo not given)	15	3
CSCCC(NC(=O)c1ccco1)C(=O)N(C)CC(=O)Nc1ccccc1Br (stereo not given)	5	-5
Nc1ccc2c(O)cc(S(=O)(=O)O)cc2c1	37*	60*
Cc1ccc(NC(=O)CN2CCN(C(=O)c3ccco3)CC2)cc1S(=O)(=O)N(C)C	-7	-1
CCc1ccc(/C(C)=N/NS(=O)(=O)c2ccc(OC)cc2)s1	8	8
O=C1/C(=C\c2ccc(O)cc2)CCC1CNc1ccc(Cl)cc1 (stereo not given)	-2	7
CN1C(=O)NC(=O)C1c1ccccc1 (stereo not given)	4	4
NC(=O)C1(NC2CCCCC2)CCN(Cc2ccccc2)CC1	-4	-1
COc1ccccc1NC(=O)c1ccc2c(=O)n3c(nc2c1)CCC3	1	0

Following part.
molecule	PAFAH1B2 inh	PAFAH1B3 inh
CCOC(=O)c1ccccc1OC(=O)NNc1ccccc1	2	8
Cn1c2ccccc2c2nnc(SCCN3CCOCC3)nc21	6	12
COc1ccc(C(=Cc2cc(OC)c(OC)cc2[N+](=O)[O-])C(=O)O)cc1	0	8
COc1ccc(-c2cc(C)nc3c(-c4ccccc4)cnn23)cc1	1	1
C#CC(CCN1CCCCC1)(OC)c1ccccc1 (stereo not given)	-2	12
CCOc1ccc(C2OCCC(C)O2)cc1OC (stereo not given)	5	9
O=C(CN1C(=O)S/C(=C\c2ccc(O)c([N+](=O)[O-])c2)C1=O)Nc1ccc(N2CCOCC2)cc1	12	11
CN(c1ccc(Cl)cc1)S(=O)(=O)c1nnc(NC(=O)C(C)(C)C)s1	28*	9
O=C(O)c1cccc(NC(=O)c2ccccc2)c1	-3	-2
CCOC(=O)C(C#N)(Cc1ccc2ccccc2n1)Cc1ccc2ccccc2n1	2	-2
Cc1cn(CC(=O)NCC(c2ccccc2)c2ccccc2)c(=O)[nH]c1=O	10	10
Cc1cc(C(=O)N2CCCC(N3CCN(c4cccc(Cl)c4)CC3)C2)n(C)n1 (stereo not given)	-1	7
O=C(CN1C(=O)S/C(=C\c2ccccn2)C1=O)Nc1ccc(F)cc1	-2	-12
Cc1ccc(C2C(C#N)=C(N)SC(N)=C2C#N)cc1	-15	-30
Cc1cccc(NC(=O)CN(CC2CCCO2)C(=O)c2ccc(S(C)(=O)=O)cc2)c1C (stereo not given)	4	0
O=c1[nH][nH]c2c(N=Cc3ccccc3O)ccc(F)c12	40*	61*
CCOC(=O)[C@H]1[C@H]2COc3ccc(OC)cc3[C@H]2N2C(=O)CN(Cc3ccccc3)C(=O)[C@@]12C	1	1
CN(C(=O)c1ccc(NC(=O)Cc2ccc(NC(=O)C3CCN(C(=O)C4CC4)CC3)cc2)cc1)C1CCCC1	-1	6
O=C(O)CCN1C(=O)/C(=C2\C(=O)N(Cc3ccccc3Cl)c3ccccc32)SC1=S	10	5
Cc1cc(Br)ccc1Nc1nc(N)nc(N)c1N=O	7	2
CN(C(=O)c1cccc(NC(=O)Cc2cccc(NC(=O)C3CCCN(C(=O)C4CCC4)C3)c2)c1)C1CCC1 (stereo not given)	4	8
O=C1/C(=C/c2cccnc2)SC(=S)N1Cc1ccco1	5	4
COc1cc(-c2cc(C(=O)N3CCCCCC3)c3ccccc3n2)cc(OC)c1OC	1	8
Cn1nc(CC#N)c2c(=N)n(N)cnc21	1	5
COc1ccc(S(=O)(=O)N2CCCCCC2)cc1NC(C)C(=O)Nc1ccc(NC(C)=O)cc1 (stereo not given)	3	-2
Cc1ccc(C2=NO[C@@](CC(=O)O)(C(=O)Nc3ccc4c(c3)OCCO4)C2)cc1	2	3
Cc1cc(C(C)(C)C)oc1C(=O)N1CCN(C(=O)c2oc(C(C)(C)C)cc2C)CC1	6	5
Cc1oc(-c2ccc(F)cc2)nc1CN1CCCC(C(=O)N2CCOCC2)C1 (stereo not given)	-2	4
CC[C@@H](C)[C@H](NC(=O)Cc1c(C)c2c(cc(C)c3c(C)c(C)oc32)oc1=O)C(=O)O	5	0
C#CCOCCOCCOCCNc1nc(N2CCN(C(=O)[C@H](CCCCN)n3cc(CCC(=O)O)nn3)CC2)nc(N2CCN(C(=O)[C@H](Cc3ccc(O)cc3)n3cc(CCO)nn3)CC2)n1	3	4
Oc1ccc(-c2nccs2)cc1	4	4
Cc1cc(=O)c2c(o1)C(=O)c1occc1C2=O	26*	47*
O=C(N=C1SCC(=O)N1c1ccccc1Cl)c1ccccc1	-3	-15
O=C(CN1CCN(C(=O)C2CCN(C(=O)/C=C/c3ccccc3)CC2)CC1)Nc1ccc(F)cc1	-3	7
Cc1cc(C)n2c(=O)[nH]nc2c1	1	15
Cc1ccccc1NP1(=O)OCCCN1Cc1ccccc1Cl (stereo not given)	3	11
CCOC(=O)C(=COC(=O)c1ccccc1)NC(=O)Cc1ccccc1	-3	6
OC1Cc2ccccc2C1Nc1cccc(C(F)(F)F)c1 (stereo not given)	7	5
O=C(CN1CCN(S(=O)(=O)c2ccc(Cl)c(C(F)(F)F)c2)CC1)NC(=O)NC1CCCCC1	5	-4
NS(=O)(=O)c1ccc(Nc2nc(-c3cccnc3)cs2)cc1	7	12
O=C1CCCCC1Nc1ccc2ccccc2c1 (stereo not given)	1	2
CC1(C)SC2c3ccccc3C(=O)N2C1C(=O)O (stereo not given)	3	0

Not all compounds are listed; the hit share may differ from the screen's.
